MEKK2 WT-MEK5: modulators of MEK5 binding to wildtype MEKK2, primary screen, biochemical, multiplex bead flow cytometry, Alexa488-MEK5. Mitogen-activated protein kinase kinase kinase 2 (Homo sapiens), Q9Y2U5. Alexa488-MEK5 binding to MEKK2 WT; actives lie on both sides. binding response (% of control), % at 10 µM. hit rate 1.1% among 290,000. AID 1531, 2009; in the data active = binding response below about 67% or above about 130%
DNA FID counter: compounds displacing fluorescent DNA intercalator, primary screen, artefact control for HCV NS3 helicase inhibitor project, biochemical, FID fluorescence. DNA fluorescent intercalator displacement. inhibition, % at 7.9 µM. hit rate 0.17% among 290,000; in the data active = inhibition above about 37%;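 note: 0% = vehicle and 100% = reference compound; higher means more ethidium bromide displaced from hairpin DNA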
M18AAP inhibitor: PfM18AAP inhibitors, malaria aminopeptidase, primary screen, biochemical, QFRET, recombinant enzyme. M18 aspartyl aminopeptidase (Plasmodium falciparum 3D7). inhibition, % at 7.35 µM. AID 1822, 2009. hit rate 1.2% among 290,000. H-Glu-NHMec fluorogenic cleavage;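 active = inhibition above the campaign mean inhibition over all tested compounds plus 3 SD, cut at about 28% in these data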;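 note: 0% = plate median of test compound wells and 100% = 2 mM ZnCl2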
MEKK2mut PB1 HTS: MEK5 binding signal on mutant MEKK2 PB1, primary screen, biochemical, multiplex bead flow cytometry, Alexa488-MEK5 | Alexa488-MEK5 binding to MEKK2 mutant | percent response, % at 10 µM | hit rate 0.35% among 290,000; in the data active = percent response above about 24%, passing the limit was not always enough; note: inactives centre near 1; some results filed as inactive read as strong as hits; reference of the scale not given here
OXTR ag: human OXTR agonists, primary screen, fluorescence, CHO-OTR cells, Fluo-8 calcium; Fluo-8 calcium fluorescence; normalized: DMSO 0%, oxytocin 100%; activation, % at 3 µM; hit rate 0.32% among 320,000; AID 2435, 2010;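 active = activation above the mean of all tested compounds plus 3 SD, cutoff set per screening run, cut at about 20% in these data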;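 note: peak over basal fluorescence ratio from a 100 s FLIPR kinetic read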
Target sequence (P30559 whole entry, looked up): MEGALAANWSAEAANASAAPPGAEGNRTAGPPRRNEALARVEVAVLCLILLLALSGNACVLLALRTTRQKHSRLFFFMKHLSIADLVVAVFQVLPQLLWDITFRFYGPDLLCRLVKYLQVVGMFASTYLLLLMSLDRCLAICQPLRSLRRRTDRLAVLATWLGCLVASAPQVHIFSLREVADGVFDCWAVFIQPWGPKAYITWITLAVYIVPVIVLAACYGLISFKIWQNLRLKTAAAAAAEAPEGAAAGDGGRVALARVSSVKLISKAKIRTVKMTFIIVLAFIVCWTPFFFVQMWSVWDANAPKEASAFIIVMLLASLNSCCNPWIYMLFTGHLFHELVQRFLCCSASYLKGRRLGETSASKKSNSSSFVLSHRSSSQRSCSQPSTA
NALP1 yeast inh: NALP1 inflammasome inhibitors in reconstituted yeast, colorimetric, S. cerevisiae, triplicate retest; hit rate 0.61% among 280,000; inhibition, % at 10 µM; S. cerevisiae NALP1/ASC/caspase-1 growth, X-gal OD620, 72 h; in the data active = inhibition mostly above about 24%, no sharp cut-off; inactive = mostly below about 32%; note: some compounds called inactive have numbers as strong as hits
MEKK3 PB1 HTS: modulators of MEKK3-MEK5 PB1 binding, primary screen, biochemical, wildtype MEKK3, multiplex bead flow cytometry, Alexa488-MEK5; Mitogen-activated protein kinase kinase kinase 3 (Homo sapiens), Q99759; bead-based flow cytometry, Alexa488-MEK5 binding to MEKK3; actives lie on both sides; 0 = blocked by unlabeled MEK5, 100 = vehicle; binding response (% of control), % at 10 µM; hit rate 1.4% among 290,000;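 active = binding response more than 3 SD above or below the average of its plate-row segment, actives on both sides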;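 note: Alexa488 bead fluorescence after subtracting the streptavidin-only scavenger bead signal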
GPR7 antagonist: GPR7 receptor antagonists, primary screen, cell-based, fluorescence, single concentration. GPR7-expressing cells, fluorescence antagonist assay. hit rate 1.1% among 290,000. inhibition, % at 4.4 µM. Neuropeptides B/W receptor type 1 (Homo sapiens), P48145; in the data active = inhibition above about 16%, passing the limit was not always enough;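 note: cells stimulated with the agonist NPW; 0% = agonist with vehicle and 100% = vehicle without agonist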
Target sequence (P48145 whole entry, looked up): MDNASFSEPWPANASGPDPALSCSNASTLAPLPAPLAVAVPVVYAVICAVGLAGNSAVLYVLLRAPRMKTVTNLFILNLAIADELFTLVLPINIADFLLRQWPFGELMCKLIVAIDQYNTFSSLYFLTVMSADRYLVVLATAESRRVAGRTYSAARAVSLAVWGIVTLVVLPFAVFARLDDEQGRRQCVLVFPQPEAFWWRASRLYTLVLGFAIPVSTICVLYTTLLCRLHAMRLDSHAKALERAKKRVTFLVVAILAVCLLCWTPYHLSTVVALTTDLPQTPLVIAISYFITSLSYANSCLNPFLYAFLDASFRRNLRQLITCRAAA
PHOSPHO1 inh: PubChem AID 1565 | hit rate 1.1% among 290,000 | inhibition, % at 13.3 µM | Phosphoethanolamine/phosphocholine phosphatase (Homo sapiens), Q8TCT1 | recombinant PHOSPHO1, absorbance phosphatase assay; in the data active = inhibition above about 60%
Target sequence (Q8TCT1 whole entry, looked up): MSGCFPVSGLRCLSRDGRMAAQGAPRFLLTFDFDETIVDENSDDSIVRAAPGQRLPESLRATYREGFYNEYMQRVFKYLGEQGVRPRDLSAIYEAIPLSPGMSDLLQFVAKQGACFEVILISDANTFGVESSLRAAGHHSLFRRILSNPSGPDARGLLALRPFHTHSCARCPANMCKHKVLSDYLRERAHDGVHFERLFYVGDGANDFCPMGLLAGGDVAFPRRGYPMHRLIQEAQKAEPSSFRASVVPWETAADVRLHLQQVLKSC
Starred values were filed as active, the others as inactive; · = not tested or not shown; [ ] = remark or other dose.

SMILES | MEKK2 WT-MEK5 | DNA FID counter | M18AAP inhibitor | MEKK2mut PB1 HTS | OXTR ag | NALP1 yeast inh | MEKK3 PB1 HTS | GPR7 antagonist | PHOSPHO1 inh
CCN(CC)CCN(C(=O)c1ccc(S(=O)(=O)N2CCCC2)cc1)c1nc2cc(C)cc(C)c2s1 | 142* | 20 | -1 | 21 | 0.1 | -3 | 105 | 2 | 14
Cc1nc(-c2cccc(NC(=O)c3ccc(Br)o3)c2)cs1 | 112 | -29 | 4 | 10 | · | -1 | 105 | -9 | 22
Cc1ccc(NC(=O)c2cccs2)cc1 | 95 | -1 | 2 | -4 | -0.6 | -8 | 98 | -4 | 5
COn1c(-n2nc(C)cc2C)nc2ccccc2c1=O | 103 | -2 | 13 | 6 | 0.3 | -32 | 102 | -12 | 16
COC(=O)[C@H](Cc1ccccc1)NC(=O)NCc1ccccc1OC | 86 | -14 | 0 | -2 | -0.9 | -2 | 78 | -11 | 12
COc1cc(C2C3=C(Nc4ncnn42)c2ccccc2CC3)cc(OC)c1OC (stereo unspecified) | 101 | -25 | 10 | -1 | -0.8 | -12 | 103 | 18 | 18
COc1cc(C2/C(=C(\O)c3ccc4c(c3)CC(C)O4)C(=O)C(=O)N2CCCn2ccnc2)cc(OC)c1OC (stereo unspecified) | 112 | -13 | 4 | 5 | 0.5 | 9 | 102 | 1 | 44
CN1CCN(NC(=O)CC(C)(C)C)CC1 | 106 | -3 | 7 | 2 | 0.4 | 5 | 100 | 1 | 48
CC(=O)NC(Cc1cccc(C)c1)C(=O)NC1CCN(S(=O)(=O)c2ccccc2)CC1 (stereo unspecified) | 92 | -29 | 5 | -8 | 0.8 | 18 | 94 | -4 | 40
CCCCCN(C(=O)CCC(=O)OCc1cccc(C(F)(F)F)c1)c1c(N)n(CCCC)c(=O)[nH]c1=O | 102 | -40 | -3 | 6 | -0.1 | 31 | 101 | -11 | 14
CCn1c(C)nc2cc(C(=O)N=Nc3c(O)[nH]c4ccccc34)ccc21 | 96 | -1 | 1 | -2 | 0.0 | 27 | 96 | -3 | 9
CN(C(=O)COC(=O)CNC(=O)C12CC3CC(CC(C3)C1)C2)c1ccccc1 | 103 | -35 | 6 | 7 | 0.0 | -2 | 99 | -15 | -14
CC(C)CN1CCC(=O)N(CCOc2ccccc2)CC1 | 101 | -5 | 5 | 5 | 0.0 | 16 | 102 | 0 | -36
COC1=CC(=O)OC12CCCCC2 | 92 | -4 | -2 | -4 | 0.2 | 12 | 99 | 4 | -42
CC(=O)C1C(c2ccc3ncccc3c2)NC(=O)NC1(O)C(F)(F)F (stereo unspecified) | 100 | -3 | -1 | 5 | 0.0 | -12 | 101 | -4 | -3
CCOC(=O)CNC(=S)n1cnc(N)n1 | 95 | -11 | 57* | -1 | 1.1 | -10 | 98 | -2 | 20
Cc1cccc(-c2ccc(NC(=O)C3CCN(CC4CC4)CC3)cc2)c1 | 159* | 16 | 3 | 35* | 2.3 | 20 | 121 | 13 | 50
CC1CC(C)CN(CC(O)COc2ccc3c(c2)CCC3)C1 (stereo unspecified) | 110 | 19 | -2 | 1 | -0.1 | 19 | 152* | -5 | -14
CCN(CC)CCN1C(=O)C(O)=C(C(=O)c2sc(C)nc2C)C1c1cccnc1 (stereo unspecified) | 104 | 8 | 2 | 3 | 0.3 | 0 | 103 | 11 | -5
CNCC(=O)N(CC(C)C)c1c(N)n(CC(C)C)c(=O)[nH]c1=O | 102 | 5 | -4 | -2 | 0.8 | 17 | 108 | -2 | 24
CCC(=O)NC(=S)Nc1ccc(NC(=S)NC(=O)c2ccc(C)cc2)cc1 | 76 | -1 | -4 | -13 | 0.3 | -13 | 78 | -4 | 29
O=C(c1cccs1)N1CCN(S(=O)(=O)N2CCCCC2)CC1 | 114 | -6 | 0 | 14 | 0.8 | 10 | 112 | -14 | -36
Cc1cc(C)cc(NC(=O)CSCc2nc3c(nnn3Cc3ccc(F)cc3)c(=O)[nH]2)c1 | 104 | -19 | -4 | 2 | -1.8 | · | 105 | 10 | ·
O=C1C(c2ccncc2)N(CCC2=CCCCC2)C(=O)CN1C1CCCCC1 (stereo unspecified) | 103 | -27 | 2 | -2 | 0.1 | -2 | 99 | -8 | 14
CNC(=O)NCCN1CCCC1=O | 96 | 5 | -9 | 6 | 0.6 | 22 | 103 | -3 | 5
COc1cc(C(=O)NCc2ccncc2)cc(OC)c1OC | 102 | 0 | -8 | -4 | -0.1 | 8 | 102 | 6 | 41
O=C(O)c1ccc(CN(c2ccccc2)S(=O)(=O)c2ccccc2)cc1 | 101 | -27 | -3 | 3 | 1.2 | 9 | 99 | -12 | 8
CC(Oc1ccc(Cl)cc1Cl)C(=O)/C=C/N(C)C (stereo unspecified) | 94 | -3 | 2 | -6 | 2.2 | -4 | 94 | -5 | 29
COc1ccc(O)c(C(=O)c2cnn(C(=O)c3cc(C)oc3C)c2)c1 | 102 | -5 | -2 | 1 | -0.3 | -9 | 102 | -3 | -10
O=C(CSc1nnc(C2CC2)n1Cc1ccccc1)N1CCN(S(=O)(=O)c2ccccc2)CC1 | 98 | -34 | 3 | 0 | -2.0 | 21 | 103 | -2 | 33
COc1cccc(NC(=O)N2CCCC2C(=O)NCC(C)C)c1 (stereo unspecified) | 128 | -1 | 1 | 5 | -0.1 | -5 | 119 | -13 | -1
C=CCn1c(N)cc(=O)nc1SCC(=O)N1CCN(c2ccc(F)cc2)CC1 | 100 | -9 | -7 | 1 | 0.3 | · | 96 | -11 | 20
O=C(CN1CCN(Cc2ccccc2)C1=O)NCc1cccs1 | 105 | -6 | 0 | 1 | -0.7 | -13 | 104 | -5 | -7
CCC(=O)Oc1ccc(C(=O)Nc2ccc3c(c2)OCO3)cc1 | 99 | -5 | -5 | -18 | -1.0 | -12 | 98 | -1 | 45
Clc1ccc(CN=C2Nc3ccccc3CS2)cc1 | 104 | 1 | -2 | 3 | -1.3 | 11 | 103 | -5 | 45
CC(Nc1cc(N2CCNCC2)ccc1[N+](=O)[O-])c1ccccc1 (stereo unspecified) | 132 | 15 | 0 | 4 | 5.1 | 20 | 163* | -1 | 2
CCOC(=O)c1c(C)oc2c1c(C=NCCO)c(O)c1ccccc12 | 95 | 2 | 8 | -6 | · | 5 | 88 | 3 | -37
Nc1ccc(C(=O)N2CCN(S(=O)(=O)c3ccc4c(c3)OCCO4)CC2)cc1[N+](=O)[O-] | 100 | -13 | -1 | 3 | 2.8 | 7 | 98 | 16 | 18
CC(=O)N(C1=C(N2CCOCC2)C(=O)c2ccccc2C1=O)c1ccc(C(=O)O)cc1 | -1.0* | -4 | 6 | 2 | 1.3 | -6 | 99 | -7 | 15
CCCCNC(=O)CSc1nc2ccc(Nc3nc(N4CCOCC4)nc(N4CCOCC4)n3)cc2s1 | 99 | -26 | 1 | -2 | -3.1 | 10 | 97 | -14 | 24

3 of the entries above in order of their number in MEKK2 WT-MEK5, high to low:
molecule	MEKK2 WT-MEK5
CCCCNC(=O)CSc1nc2ccc(Nc3nc(N4CCOCC4)nc(N4CCOCC4)n3)cc2s1	99
O=C(CSc1nnc(C2CC2)n1Cc1ccccc1)N1CCN(S(=O)(=O)c2ccccc2)CC1	98
CCC(=O)NC(=S)Nc1ccc(NC(=S)NC(=O)c2ccc(C)cc2)cc1	76

The listing continues.
SMILES | MEKK2 WT-MEK5 | DNA FID counter | M18AAP inhibitor | MEKK2mut PB1 HTS | OXTR ag | NALP1 yeast inh | MEKK3 PB1 HTS | GPR7 antagonist | PHOSPHO1 inh
COc1ccc(C2CC(c3ccccc3)=NN2c2ccc(S(N)(=O)=O)cc2)cc1OC (stereo unspecified) | 96 | -22 | -7 | -6 | 7.3 | 29 | 96 | 13 | 32
Cc1cc(C)c2nc3sc(C(=O)N4CCOCC4)c(N)c3cc2c1 | 17*[inhibitor] | -17 | 1 | -13 | 2.6 | · | 29*[inhibitor] | -16 | -34
CCOC(=O)CSc1nc2ccccc2n1C(=O)OCC | 104 | -6 | 15 | 7 | -0.5 | -11 | 100 | -8 | 16
Cc1c(Cl)cccc1NC(=O)CC1SCCNC1=O (stereo unspecified) | 97 | -2 | -11 | 3 | 0.5 | 3 | 100 | -3 | -6
C=CCN(C(=O)CNC(=O)c1ccco1)C(C(=O)NC1CCCCC1)c1ccc(OC)cc1OC (stereo unspecified) | 110 | -19 | 0 | 3 | 0.0 | -2 | 105 | -7 | -4
Cc1csc(NC(=O)CCNS(=O)(=O)c2ccc3c(c2)c(=O)n(C)c(=O)n3C)n1 | 104 | 0 | 3 | 8 | 0.1 | 6 | 102 | -5 | 22
CCOc1ccc(C(=O)N/N=C/c2cc([N+](=O)[O-])cs2)cc1 | 107 | -1 | -5 | 11 | -0.4 | 3 | 104 | -14 | 45
CNC(C)C#Cc1ccc2c(=O)c3cc(C)c(C)cc3oc2c1 (stereo unspecified) | 92 | · | · | -3 | -0.6 | · | 98 | · | ·
O=c1cc(CSc2ccc([N+](=O)[O-])cc2)nc2sccn12 | 101 | -2 | -15 | -2 | -0.9 | 31 | 98 | -10 | -2
COC(=O)c1c(C)cc(O)c(C)c1O | 104 | · | · | 2 | 1.3 | · | 102 | · | ·
O=C(Nc1ccccc1)N1N=C(c2cccs2)CC1c1cccs1 (stereo unspecified) | 99 | -13 | -13 | 1 | -0.9 | 36 | 106 | -2 | 2
COc1ccc(S(=O)(=O)N(CCN2CCOCC2)Cc2cc(OC)ccc2OC)cc1 | 109 | -14 | 1 | 4 | -0.7 | 19 | 104 | -19 | -1
CC(=O)Nc1nc(C)c(CCCOc2ccc([N+](=O)[O-])cc2)c(=O)[nH]1 | 93 | -3 | -1 | 4 | -0.2 | 3 | 97 | -2 | 52
Cc1cc2ccccc2n1CCNC(=O)C1CCCC1 | · | -12 | 4 | · | 1.2 | 3 | · | -9 | 42
COc1cc(NC(=O)/C=C/c2ccccc2)c(C(=O)O)cc1OC | 93 | -29 | -1 | -2 | 1.9 | 5 | 95 | -15 | 20
CSCCC(NS(=O)(=O)c1ccc2c(c1)Cc1cc(S(=O)(=O)NC(CCSC)C(=O)O)ccc1-2)C(=O)O (stereo unspecified) | 103 | -30 | 5 | 4 | 0.9 | -8 | 101 | -2 | 33
Cc1ccc(NC(=O)CCNC(=O)c2ccco2)cc1F | 102 | 3 | -2 | -1 | -0.5 | -9 | 100 | -3 | -6
CCCNC(=O)C(CC)NS(=O)(=O)c1ccc(OC)cc1 (stereo unspecified) | · | -1 | 4 | · | -0.1 | -2 | · | -17 | 13
CC1CN(Cc2cc(=O)oc3cc(O)c(Cl)cc23)CC(C)O1 (stereo unspecified) | 105 | -13 | -15 | -3 | 0.5 | 28 | 100 | 5 | 11
Fc1ccccc1NC(=S)NC1CCCC1 | 105 | -3 | -8 | 1 | -0.4 | 12 | 108 | -4 | 29
Cc1onc(-c2ccncc2)c1C(=O)O | 92 | 7 | -6 | -3 | 0.3 | 18 | 91 | -5 | 3
CS(=O)(=O)N1CCc2cc(S(=O)(=O)N3CCCCC3)ccc21 | 93 | -3 | -7 | -2 | -0.1 | 8 | 102 | -1 | -33
CC(C)CCN1CCN(CCCn2cccn2)CC1CCO (stereo unspecified) | 98 | 1 | -6 | -3 | 0.6 | 17 | 97 | -12 | -12
Cc1cc(=O)[nH]c(CN2CCC(c3ccccc3)CC2)n1 | 106 | -2 | 2 | 4 | 0.1 | 0 | 104 | -22 | 51
